TIM10 inh: inhibits growth of TIM10 yeast strain | actives 1.4% (n = 330,000) | S. cerevisiae TIM10 strain growth, BacTiter-Glo luminescence, 24 h | inhibition, % at 10 µM | AID 463195;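 active = inhibition of 40% or more at the single tested concentration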;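 also: wild-type TIM10 isogenic control strain grown at permissive 25 °C; 0% = DMSO yeast wells and 100% = minimal medium wells without yeast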
tim10-1 inh: inhibits growth of tim10-1 mutant yeast; S. cerevisiae tim10-1 ts strain growth, BacTiter-Glo, 24 h; AID 463190; actives 2.2% (n = 330,000); inhibition, % at 20 µM;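 active = inhibition of at least 40%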;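 also: mutant grown at 25 °C; 0% = DMSO wells with yeast and 100% = wells holding no yeast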
mIAP block: mouse IAP inhibition; AID 2806; purified mouse IAP, CDP-Star luminescence, 30 min; actives 0.2% (n = 330,000); inhibition, % at 10 µM;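 active = inhibition of at least 40% at 10 µM in the primary screen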;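 also: plate controls were DMSO with enzyme for no effect and no enzyme wells for full effect; values of inactives mirror those of a sister screen read the other way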
Apaf1 inhib: human Apaf-1 inhibition; O14727; reconstituted apoptosome caspase-3 activity, DEVD-Rh110 fluorescence; inhibition, % at 20 µM; actives 0.71% (n = 330,000); AID 489030; active = inhibition of at least 40% at 20 µM;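 also: plate controls were DMSO wells for no effect and DEVD-CHO caspase inhibitor wells for full effect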
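Material: reconstituted apoptosome with Apaf-1, cytochrome c, caspase-9, procaspase-3, dATP. Technique: Rh110 fluorescence intensity. Buffer or medium: pH 7.5 Hepes buffer with CHAPS, BSA, DTT. Times: 30 min plus 50 min, RT.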
NLRP3 yeast inh: blocks the NALP3 inflammasome reconstituted in yeast | Yeast reconstituted NLRP3/ASC/caspase-1, beta-gal luminescence, 24 h | inhibition, % at 10 µM | actives 0.39% (n = 330,000);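 active = inhibition of 50% or more; inactive = inhibition below 50%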;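 also: plate controls were induced DMSO wells for no effect and uninduced yeast grown without galactose for full effect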
ATG4B inh: blocks human ATG4B protease cleavage of LC3 substrate; Q9Y4P1; ATG4B cleavage of LC3-PLA2, NBD-HPC fluorescence, 1 h; inhibition, % at 8.33 µM; actives 0.51% (n = 340,000); AID 504462; in the data active = inhibition above about 40%
Target sequence (Q9Y4P1 whole entry, looked up): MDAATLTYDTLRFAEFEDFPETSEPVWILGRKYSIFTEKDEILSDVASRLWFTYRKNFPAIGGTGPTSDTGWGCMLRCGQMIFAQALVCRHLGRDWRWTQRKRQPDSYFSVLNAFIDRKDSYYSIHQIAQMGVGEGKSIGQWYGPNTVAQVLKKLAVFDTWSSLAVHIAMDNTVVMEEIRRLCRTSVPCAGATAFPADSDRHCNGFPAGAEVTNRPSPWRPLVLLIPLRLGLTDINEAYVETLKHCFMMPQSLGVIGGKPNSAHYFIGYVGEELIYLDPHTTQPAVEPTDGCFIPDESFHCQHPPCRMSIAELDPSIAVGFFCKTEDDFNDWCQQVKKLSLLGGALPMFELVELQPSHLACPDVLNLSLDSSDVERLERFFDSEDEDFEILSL
hIAP inh: human IAP inhibition | P09923 | purified IAP, CDP-Star luminescence, 30 min | actives 0.12% (n = 330,000) | AID 2544 | inhibition, % at 10 µM;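 active = inhibition reaching a set limit with compound at 10 µM in the primary screen, cut at about 35% in these data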;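 also: plate controls were DMSO wells with enzyme for no effect and no-enzyme buffer wells for full effect; values of inactives mirror those of a sister screen read the other way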
Target sequence (P09923 whole entry, looked up): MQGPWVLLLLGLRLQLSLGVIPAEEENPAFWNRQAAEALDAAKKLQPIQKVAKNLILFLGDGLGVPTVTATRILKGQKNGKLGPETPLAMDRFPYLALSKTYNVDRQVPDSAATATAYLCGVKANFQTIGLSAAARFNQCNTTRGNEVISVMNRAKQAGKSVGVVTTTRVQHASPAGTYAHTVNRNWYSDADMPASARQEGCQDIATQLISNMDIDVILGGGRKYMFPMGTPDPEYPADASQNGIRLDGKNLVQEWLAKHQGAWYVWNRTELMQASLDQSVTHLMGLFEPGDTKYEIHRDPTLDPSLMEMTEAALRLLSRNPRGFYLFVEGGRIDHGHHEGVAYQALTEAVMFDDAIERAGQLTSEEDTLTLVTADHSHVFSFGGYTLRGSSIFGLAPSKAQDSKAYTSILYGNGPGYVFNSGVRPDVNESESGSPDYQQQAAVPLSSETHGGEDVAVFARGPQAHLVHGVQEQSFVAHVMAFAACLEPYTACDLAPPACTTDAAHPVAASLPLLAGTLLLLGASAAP
mIAP activ: mouse IAP activation; muIAP, CDP-Star luminescence, 30 min; active compounds read high; 1 = vehicle-only enzyme signal, 0 = enzyme-free wells; activation factor at 10 µM; actives 0.24% (n = 330,000);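 active = activation factor of at least 2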; also: the source names both 10 and 20 µM as test concentration; values of inactives mirror those of a sister screen read the other way
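also added = chemiluminescent substrate CDP-Star | test system = mouse IAP enzyme | signal = chemiluminescence readout | compound = DMSO-dissolved test compounds | incubation = 30 min at room temperature | benchmarks = DMSO wells, no-enzyme wells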
hIAP act: human IAP activation | P09923 | purified human IAP, CDP-Star luminescence, 30 min; active compounds read high; 1 = vehicle-only enzyme, 0 = enzyme-free background | activation factor at 10 µM | actives 0.16% (n = 330,000) | AID 2524;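 active = activation factor of the enzyme at least 2-fold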; also: the source names both 10 and 20 µM as test concentration; values of inactives mirror those of a sister screen read the other way
* hit, by the source's call; x = not tested or not shown.

SMILES	TIM10 inh	tim10-1 inh	mIAP block	Apaf1 inhib	NLRP3 yeast inh	ATG4B inh	hIAP inh	mIAP activ	hIAP act
COc1cccc(NC(=O)NNC(=O)CCc2ccc(O)c(O)c2)c1	5	-15	34	5	10	-2	-19	0.66	1.2
COc1ccc(OC)c(N(CC(=O)NCc2cccnc2)S(C)(=O)=O)c1	-6	0	1	-9	-9	-9	1	0.99	0.99
Cc1cccc(S(=O)(=O)Nc2ccc3c(c2)OCCO3)c1	-4	-19	-9	10	12	-6	-10	1.1	1.1
C/C(N)=C(/C#N)C(=O)CSc1nc2cc(Cl)ccc2c(=O)n1-c1ccc(C)cc1	9	23	-1	9	10	12	7	1	0.93
NC(=O)c1nsc(C(=O)N(c2ccc(F)cc2)C(C(=O)NCC2CCCO2)c2c[nH]c3ccccc23)c1N (stereo not given)	-7	-7	-2	18	13	-11	-5	1	1
CCCCCCCCNC(=O)C(CCC(=O)OCc1ccccc1)NC(C)=O (stereo not given)	21	22	-11	14	3	11	-9	1.1	1.1
Nc1cc(=O)[nH]c(SCC(=O)c2ccc(O)cc2O)n1	10	-1	2	-2	22	2	2	0.98	0.98
Cc1ccc(-c2csc3ncnc(-n4nc(C)cc4N)c23)cc1	-6	10	3	7	-19	-11	-8	0.97	1.1
CC1Cn2c(nnc2-c2ccc(F)cc2)S1 (stereo not given)	7	17	-10	7	12	4	0	1.1	1
O=C(COC(=O)c1ccccc1Oc1ccccc1)NCc1ccco1	18	29	10	8	14	4	-2	0.9	1
Oc1ccc(C(=S)N2CCN(Cc3ccccc3)CC2)cc1	-28	6	10	3	15	-6	-7	0.9	1.1
COCCn1c(SCC(=O)Nc2ccc3c(c2)OCCO3)nc2c(c1=O)SC(C)C2 (stereo not given)	9	26	-4	17	3	3	6	1	0.94
COC(=O)c1sccc1NC(=O)CC1C(=O)NCCN1C(=O)Nc1cc(Cl)ccc1OC (stereo not given)	15	9	7	4	7	-11	21	0.93	0.79
O=C(Nc1ccc(N2CCOCC2)cc1)c1cccc(S(=O)(=O)N2CCCC2)c1	14	16	10	-1	4	1	9	0.9	0.91
c1ccc2c(c1)CCN(C1CCCCC1)C2	-8	-3	-1	1	3	-2	-10	1	1.1
O=C(CCN1C(=O)C2CC=CCC2C1=O)OCC(=O)c1ccc(F)cc1 (stereo not given)	7	11	-9	-6	-1	-12	-8	1.1	1.1
CCC(C)(C)C1CCC(=NNc2nc3ccccc3[nH]2)CC1 (stereo not given)	7	21	8	7	-16	-3	-26	0.92	1.3
CC(=O)N1c2ccc(S(=O)(=O)NCCC(=O)N(C)C3CCCCC3)cc2CC1C (stereo not given)	-4	19	5	-6	2	-13	-14	0.95	1.1
O=C(COC(=O)c1ccc(Cl)cc1O)Nc1cccnc1Cl	-4	20	8	0	6	1	1	0.92	0.99
CC(=O)Nc1ccc(C(=O)CSc2nnc(-c3ccc(O)cc3)n2CC2CCCO2)cc1 (stereo not given)	13	9	-2	-4	-14	-19	-4	1	1
O=C(O)c1ccccc1N1C(=O)c2cccc3cccc(c23)C1=O	1	-11	-6	1	1	-10	24	1.1	0.77
Cc1cc(Br)ccc1S(=O)(=O)NCc1ccccc1	13	20	0	3	-9	4	-6	1	1.1
COC(=O)c1cccc(NC(=O)c2cnoc2C)c1	7	12	5	-6	-2	-5	1	0.95	0.99
Cc1ccc(NC(=O)CSCC(=O)Nc2cc(C(F)(F)F)ccc2N2CCOCC2)cc1	1	16	-12	31	7	-9	-2	1.1	1
O=C(Nc1ccc(F)cc1)N1CCN(c2ccc(F)cc2)CC1	-2	1	-1	2	49	6	-9	1	1.1

Next section, overlapping the part above by 6 compounds.
SMILES	TIM10 inh	tim10-1 inh	mIAP block	Apaf1 inhib	NLRP3 yeast inh	ATG4B inh	hIAP inh	mIAP activ	hIAP act
CC(=O)Nc1ccc(C(=O)CSc2nnc(-c3ccc(O)cc3)n2CC2CCCO2)cc1 (stereo not given)	13	9	-2	-4	-14	-19	-4	1	1
O=C(O)c1ccccc1N1C(=O)c2cccc3cccc(c23)C1=O	1	-11	-6	1	1	-10	24	1.1	0.77
Cc1cc(Br)ccc1S(=O)(=O)NCc1ccccc1	13	20	0	3	-9	4	-6	1	1.1
COC(=O)c1cccc(NC(=O)c2cnoc2C)c1	7	12	5	-6	-2	-5	1	0.95	0.99
Cc1ccc(NC(=O)CSCC(=O)Nc2cc(C(F)(F)F)ccc2N2CCOCC2)cc1	1	16	-12	31	7	-9	-2	1.1	1
O=C(Nc1ccc(F)cc1)N1CCN(c2ccc(F)cc2)CC1	-2	1	-1	2	49	6	-9	1	1.1
COc1ccc(OC)c(-c2csc(NC(=O)Cc3ccccc3)n2)c1	8	23	-20	22	28	0	-2	1.2	1
CCOC(=O)[C@@H]1[C@H]2COc3ccc(Br)cc3[C@@H]2N2C(=O)N(c3cccc(F)c3)C(=O)[C@]12C	23	32	-1	15	1	4	5	1	0.95
COc1ccc(NC(=O)CC(c2ccco2)C(C)C)cc1 (stereo not given)	-39	23	-6	2	21	3	-3	1.1	1
CS(=O)(=O)N(CC(=O)NCc1ccncc1)c1cc(Cl)ccc1Cl	6	13	0	5	3	-7	-11	1	1.1
O=S1(=O)[C@H]2CC3O[C@]2(C[C@@H]3c2ccc(F)cc2)CN1Cc1ccc(Cl)cc1	20	32	1	18	11	2	8	0.99	0.92
Cc1[nH]n(-c2ccc([N+](=O)[O-])cc2)c(=O)c1C=NCCN1CCN(C(=O)c2ccccc2)CC1	19	34	1	3	14	-13	-15	0.99	1.2
Nc1c(N=Nc2cccc(Cl)c2)c(=O)[nH]n1-c1ccccc1	3	6	17	5	14	2	11	0.83	0.89
COc1cccc(/C=C/C(=O)OCC(=O)NCCc2ccccc2)c1	5	25	18	8	-4	-5	8	0.82	0.92
CC(=O)Nc1ccc(S(=O)(=O)NCCC(=O)OCC(=O)c2ccc(Br)cc2)cc1	1	-5	4	-5	24	-14	6	0.96	0.94
Cc1csc(NC(=O)CCC(=O)c2cccs2)n1	12	13	14	-5	9	-7	3	0.86	0.97
CC12CCC(=O)N1C(C(=O)NNC(=O)c1ccc(F)cc1)CS2 (stereo not given)	0	-1	3	-2	16	-4	-13	0.97	1.1
COCCCNc1oc(/C=C/c2ccccc2)nc1C#N	3	38	-6	15	13	-4	-25	1.1	1.2
Cc1cc(C)cc(N(CCC#N)C(=O)CN2C(=O)NC3(CCCC3)C2=O)c1	13	13	9	4	-10	6	5	0.91	0.95
CCCC(=O)Nc1ccc(C(=O)O)cc1NC(=O)CCC	15	4	-10	2	-3	-7	-16	1.1	1.2
CC1Cc2cc(S(=O)(=O)N3CCC(C(=O)N4CCCCC4)CC3)ccc2N1C(=O)C1CC1 (stereo not given)	2	11	0	4	-9	3	-7	1	1.1
O=C(CN1C(=O)C2CCCCC2C1=O)N1CCN(c2ccccc2)CC1 (stereo not given)	-12	11	9	-7	3	-3	12	0.91	0.88
CCn1cc(C(=O)NCCC(=O)NC(C)C)c(=O)c2cc3c(cc21)OCO3	4	-9	4	-3	-2	-5	10	0.96	0.9
CN(C)CCN1CC(C(=O)O)CC1=O (stereo not given)	5	-4	-1	-6	-7	4	-4	1	1
CCSc1nnc2ccc(-c3ccc(C)cc3)nn12	-5	45*	-8	16	-10	-8	3	1.1	0.97
Cc1ccc(CNC(=O)C2CCN(c3nnc(N4CCCC4=O)s3)CC2)cc1	6	7	-7	7	5	2	-24	1.1	1.2
Cc1ccc(NC(=O)C(=O)NCc2ccncc2)cc1	-3	-3	-3	-8	18	1	7	1	0.93
Nn1c(SCc2cn3cc(Cl)ccc3n2)nnc1-c1ccncc1	4	12	-14	6	3	-2	-12	1.1	1.1
CCOC(=O)CC1(NC(=O)C2CCC(=O)N(Cc3ccccc3F)C2)CCCCC1 (stereo not given)	11	-5	-1	9	0	3	-17	1	1.2
CC(C)[C@H](N)C(=O)NC[C@H](CC(=O)NC[C@H]1CC[C@H](C(=O)O)CC1)c1ccc(Cl)cc1	-40	5	-9	2	7	-7	-12	1.1	1.1
CC(SCc1ccccc1)C(=O)Nc1ccccc1 (stereo not given)	-6	-4	-4	-13	30	6	0	1	1
The listing continues:
SMILES	TIM10 inh	tim10-1 inh	mIAP block	Apaf1 inhib	NLRP3 yeast inh	ATG4B inh	hIAP inh	mIAP activ	hIAP act
CCS(=O)(=O)c1ccc(O)c(NC(=O)Nc2ccccc2OC)c1	-11	10	-5	1	4	-4	-13	1.1	1.1
Cn1c(SCc2ccccc2)nnc1C1CCCNC1 (stereo not given)	5	8	-5	-8	1	-7	-2	1.1	1
CCn1nnc(NC(=O)c2ccc([N+](=O)[O-])o2)n1	24	27	-8	12	13	-5	-5	1.1	1.1
CC(C)(C)NC(=O)CCSc1nnc(-c2ccco2)o1	0	-1	-16	1	4	-6	-5	1.2	1.1
COc1cccc(CC(=O)n2nc(N)c3cc4ccc(OC)cc4nc32)c1	-10	16	-6	-4	10	16	-27	1.1	1.3
CC(=O)Nc1c(Cl)n(C(C)=O)c2ccccc12	5	6	4	-1	-3	1	-7	0.96	1.1
S=C(Nc1ccc(Cl)cc1Cl)N1CCCC1	11	15	-4	5	5	2	-18	1	1.2
CCCn1c(SCC(=O)Nc2cccc(NC(C)=O)c2)nnc1C(C)C	-7	17	-2	-2	22	-4	-7	1	1.1
Cc1cc(C)cc(NC(=O)CSc2nnc(CNC(=O)c3ccco3)o2)c1	1	-10	-4	3	14	0	13	1	0.87
CCn1cc(CNC(=O)c2cccc([N+](=O)[O-])c2)c(C)n1	-19	15	-12	1	13	23	2	1.1	0.98
C/C(=N\NC(=O)c1nc2ccccn2c1C)c1ccc2c(c1)OCO2	1	9	3	5	2	1	-19	0.97	1.2
CCN1CCCn2c1nc1c2c(=O)n(C)c(=O)n1C	8	8	-12	4	-4	4	-4	1.1	1
CCCCN1C(=O)C2NN=C(C(=O)OCC)C2C1=O (stereo not given)	13	4	6	-3	-1	11	4	0.94	0.96
Cc1ccc(C)c(NC(=O)COC(=O)CSc2ccccc2)c1	11	20	-18	18	0	-3	-11	1.2	1.1
CCCC(=O)Nc1c(-c2cccs2)c(=O)c2ccccc2n1CC	4	4	6	-13	-4	x	0	0.94	0.99
CCN(Cc1ccc(OC)c(COC)c1)CC1CCCN(CCc2cccc(F)c2)C1 (stereo not given)	-11	13	-4	10	24	9	-8	1	1.1
COc1ccc2[nH]c(C(=O)NCCN3CCOCC3)cc2c1	10	-8	-3	-9	19	-4	-6	1	1.1
CC(C)c1ccccc1NC(=O)COC(=O)c1cc(=O)[nH]c(=O)[nH]1	6	9	6	-22	1	6	-19	0.94	1.2
Cn1c(C(=O)N[C@@H](C(=O)O)c2ccccc2)cc2cc(Cl)ccc21	-6	7	1	14	12	-1	-4	0.99	1
O=C(O)CN1C(=O)c2cccc(Oc3ccc(Cl)cc3)c2C1=O	-9	17	-7	5	11	-11	5	1.1	0.95
N#Cc1c(SCC(=O)N2CCCCC2)nsc1SCC(=O)N1CCCCC1	-16	17	-10	8	14	-8	5	1.1	0.95
COc1ccccc1S(=O)(=O)Nc1cc(C)nn1-c1ccc(C)cc1	-12	-5	3	7	16	-4	14	0.97	0.86
O=C(NCC(c1ccco1)N1CCOCC1)c1ccc(Cl)cc1 (stereo not given)	-3	-3	4	-5	19	9	10	0.96	0.9
O=C(NNC(=O)C1CC1)c1cc2cc3ccccc3nc2s1	-24	-63	4	0	12	-1	-18	0.96	1.2
Cc1ccc(NC(=O)c2ccc(COc3ccc4c(c3)CCC4)cc2)c(C)c1	5	2	8	-3	12	-9	-3	0.92	1

Screening results as filed in PubChem BioAssay.
